# GPR151 activ: activators of human GPR151; PathHunter beta-arrestin GPR151 cells, luminescence; activation, % at 11.2 µM; AID 1508602; 650,000 compounds, 1% hits; in the data active means activation above about 4.9%;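 further: 0% = median of compound wells and 100% = cells with positive control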
# Target sequence (Q8TDV0 whole entry, looked up): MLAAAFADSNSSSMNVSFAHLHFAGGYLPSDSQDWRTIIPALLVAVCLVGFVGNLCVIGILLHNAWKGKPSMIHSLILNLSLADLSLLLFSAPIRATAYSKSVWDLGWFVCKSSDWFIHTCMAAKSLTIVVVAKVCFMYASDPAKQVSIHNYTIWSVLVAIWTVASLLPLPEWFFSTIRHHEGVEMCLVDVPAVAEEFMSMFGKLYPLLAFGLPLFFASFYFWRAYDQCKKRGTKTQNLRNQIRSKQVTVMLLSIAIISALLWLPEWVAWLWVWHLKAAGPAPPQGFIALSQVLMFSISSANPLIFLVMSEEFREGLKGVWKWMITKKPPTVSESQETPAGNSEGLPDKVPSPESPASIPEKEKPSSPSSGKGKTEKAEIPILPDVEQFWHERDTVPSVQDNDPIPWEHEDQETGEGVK
# FBW7 act: human FBW7 E3 ligase activation, primary screen | Q969H0 | AlphaScreen FBW7–phospho-cyclin E peptide binding, activator screen | normalized activity (activation), % at 26.1 µM | 650,000 compounds, 0.13% hits; in the data active means normalized activity above about 1.9%;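 further: purified mutant Fbw7 with reduced substrate affinity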
# MITF inh: inhibitors of human MITF; AlphaScreen MITF homodimerization, bead proximity signal; 650,000 compounds, 0.91% hits; inhibition, % at 2.6 µM; in the data active means inhibition above about 50%;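 further: 0% = vehicle wells with protein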
# Target sequence (O75030 whole entry, looked up): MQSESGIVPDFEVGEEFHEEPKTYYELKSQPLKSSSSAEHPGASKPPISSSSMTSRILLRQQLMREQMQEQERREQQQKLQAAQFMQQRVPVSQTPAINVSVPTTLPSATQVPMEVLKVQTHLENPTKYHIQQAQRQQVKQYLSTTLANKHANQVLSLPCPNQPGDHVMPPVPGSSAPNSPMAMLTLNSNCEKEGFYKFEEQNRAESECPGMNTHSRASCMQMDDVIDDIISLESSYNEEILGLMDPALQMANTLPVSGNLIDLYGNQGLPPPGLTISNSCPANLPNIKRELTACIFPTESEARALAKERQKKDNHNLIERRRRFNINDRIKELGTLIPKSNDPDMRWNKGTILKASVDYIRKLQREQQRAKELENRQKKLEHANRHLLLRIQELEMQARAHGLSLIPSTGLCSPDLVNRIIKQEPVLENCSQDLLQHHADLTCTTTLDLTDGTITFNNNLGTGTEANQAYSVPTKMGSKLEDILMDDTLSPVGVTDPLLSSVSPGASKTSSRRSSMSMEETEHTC
# TEAD-YAP block: TEAD-YAP interaction inhibition; HEK-TIYL cells, TEAD-Gal4/YAP UAS-luciferase luminescence; inhibition, % at 9.12 µM; 640,000 compounds, 1.4% hits; in the data active means inhibition above about 32%;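 further: 0% = median of test compound wells and 100% = reference inhibitor wells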
# Active calls of the source: *.
# Screens in order – MITF inh, GPR151 activ, FBW7 act, TEAD-YAP block
[1] CCCC(=O)Nc1sc(CC)cc1C(=O)OCC
  10.2, 2.5, 0.2, 1.4
[2] Cc1ccccc1C(=O)Oc1cc(N)n(S(C)(=O)=O)n1
  -0.4, -1.8, 0.1, -0.8
[3] O=C(NCc1ccco1)c1ccc2c(=O)n(C3CCCCC3)c(SCc3ccncc3)nc2c1
  -5.3, 0.7, 0.2, -0.6
[4] O=C(Nc1ccc(C(F)(F)F)cc1)C1CCCN1S(=O)(=O)c1cccc2cccnc12 (stereo not drawn)
  -2.2, -0.8, 0.3, -16.7
[5] CSc1ccccc1C(=O)NCc1ccc2c(c1)OCO2
  3.5, -0.2, -0.2, -1.1
[6] O=S(=O)(c1ccccc1)N1N=C(c2ccccc2)CC1c1ccccc1F (stereo not drawn)
  1.2, 0.1, -0.1, -5.5
[7] O=C(O)CCC(=O)N1N=C2/C(=C/c3ccc(Br)cc3)CCCC2C1c1ccc(Br)cc1 (stereo not drawn)
  7.8, -1.3, 0.4, -1.1
[8] Cc1ccnc(NC(=O)C2Oc3ccccc3OC2C)c1 (stereo not drawn)
  3.5, -1.8, 0.2, -21.9
[9] CCOC(=O)C1C2C=CC3(CN(C(C)c4ccc(Br)cc4)C(=O)C13)O2 (stereo not drawn)
  5.5, 0.2, 0.1, 6.9
[10] CCn1c(=O)[nH]c(=O)c2c(C(F)(F)F)cc(-c3cccs3)nc21
  9.4, -0.7, 0.4, 3.6
[11] O=C(CSc1ccc2ccccc2n1)NNC(=O)c1ccccc1C(=O)O
  6.7, -0.2, -0.2, 5.7
[12] Fc1ccccc1-c1cnn2c(NCc3ccccn3)ccnc12
  -1.0, 0.4, 2.2*, -20.9
[13] Cc1cnc(N2CCN(Cc3ccc4c(c3)OCO4)CC2)nc1Nc1ccccc1
  1.3, 2.6, -0.1, 15.1
[14] COCCn1c(C)cc(C(=O)CSc2nnc(Nc3c(C)cccc3C)s2)c1C
  1.3, 1.0, 0.0, 5.9
[15] COc1cccc(NC(=O)CSc2nc3ccc(N4CCCCC4)cc3c(=O)n2Cc2ccccc2)c1
  -6.5, 1.3, 0.0, 5.6

# Results in FBW7 act and MITF inh, for some of the entries so far:
no. | mol | FBW7 act | MITF inh
2 | Cc1ccccc1C(=O)Oc1cc(N)n(S(C)(=O)=O)n1 | 0.1 | -0.4
3 | O=C(NCc1ccco1)c1ccc2c(=O)n(C3CCCCC3)c(SCc3ccncc3)nc2c1 | 0.2 | -5.3

# Next section:
# Screens in order – MITF inh, GPR151 activ, FBW7 act, TEAD-YAP block
[16] COc1ccc(-c2nnc(NC(=O)c3ccc([N+](=O)[O-])o3)o2)c(OC)c1
  6.8, 0.9, 0.0, 21.5
[17] CCOc1ccc2cc3c(N)c(C(=O)Nc4cccc(OC)c4)sc3nc2c1
  7.7, -0.7, -0.1, 0.3
[18] COc1ccc2c(=O)c3c(oc2c1)C(=O)N(CCCN1CCOCC1)C3c1ccncc1 (stereo not drawn)
  -12.9, 0.7, -0.2, -6.0
[19] COC(=O)c1sccc1NC(=O)c1ccc(Cl)cc1
  -4.3, 0.0, -0.1, 0.8
[20] NS(=O)(=O)c1ccc(Nc2nccc(NC3CCN(C(=O)c4nc5ccc(F)cc5[nH]4)CC3)n2)cc1
  12.6, 0.6, 0.1, -1.1
[21] Cc1ccccc1N(C)C(=O)c1cccc2c1SCCC2=O
  -1.9, -0.2, -0.3, -3.6
[22] CCCCC(=O)Nc1cccc(C)c1C
  2.4, 0.5, 0.1, -3.5
[23] CCOC(=O)N1CCN(S(=O)(=O)c2ccc(C(=O)Nc3nc4ccc(OC)cc4s3)cc2)CC1
  -4.4, 0.6, 0.1, 9.0
[24] N#Cc1nc(-c2ccc(F)cc2)oc1NCCN1CCOCC1
  1.6, -0.5, 0.0, -5.0
[25] Cc1ccccc1-n1c(SCC(=O)Nc2ccc(C(F)(F)F)cc2)nc2[nH]ncc2c1=O
  5.1, 0.8, 0.7, 37.1*
[26] CCOc1ccc(Br)cc1CNCCN1CCOCC1
  1.4, -1.2, 0.7, -4.7
[27] CCCOc1ccc(CNC(=O)Cn2ncn3cccc3c2=O)cc1
  -17.3, -1.2, 0.1, -49.0
[28] O=C(O)CCC(=O)Nc1ccc(C(=O)Nc2ccccc2C(=O)O)cc1
  -3.1, 1.8, 0.1, -1.2
[29] CC(=O)c1nnn(-c2ccc(C(F)(F)F)cc2[N+](=O)[O-])c1C
  6.2, 0.2, -0.1, -1.1
[30] COc1ccccc1N1CCN(c2c3c(nc4nncn24)CCC3)CC1
  -11.6, -1.2, 0.0, -8.1

# Profiles, looked up by structure. Screens in order: MITF inh, GPR151 activ, FBW7 act, TEAD-YAP block
# `Cc1ccccc1N(C)C(=O)c1cccc2c1SCCC2=O` as listed: -1.9, -0.2, -0.3, -3.6
# `Cc1ccnc(NC(=O)C2Oc3ccccc3OC2C)c1` (stereo not drawn) as listed: 3.5, -1.8, 0.2, -21.9
# `Fc1ccccc1-c1cnn2c(NCc3ccccn3)ccnc12` as listed: -1.0, 0.4, 2.2*, -20.9
# `CCOc1ccc(Br)cc1CNCCN1CCOCC1` as listed: 1.4, -1.2, 0.7, -4.7
# `COCCn1c(C)cc(C(=O)CSc2nnc(Nc3c(C)cccc3C)s2)c1C` as listed: 1.3, 1.0, 0.0, 5.9

# Sorted by SMILES length (ascending): part of the list above
# Screens in order – MITF inh, GPR151 activ, FBW7 act, TEAD-YAP block
[1] CCCC(=O)Nc1sc(CC)cc1C(=O)OCC
  10.2, 2.5, 0.2, 1.4
[12] Fc1ccccc1-c1cnn2c(NCc3ccccn3)ccnc12
  -1.0, 0.4, 2.2*, -20.9
[6] O=S(=O)(c1ccccc1)N1N=C(c2ccccc2)CC1c1ccccc1F (stereo not drawn)
  1.2, 0.1, -0.1, -5.5
[20] NS(=O)(=O)c1ccc(Nc2nccc(NC3CCN(C(=O)c4nc5ccc(F)cc5[nH]4)CC3)n2)cc1
  12.6, 0.6, 0.1, -1.1

# Next part:
# Screens in order – MITF inh, GPR151 activ, FBW7 act, TEAD-YAP block
[31] CCOC(=O)C1(Cc2ccccc2C)CCCN(Cc2ccn[nH]2)C1 (stereo not drawn)
  9.3, -2.5, -0.1, -0.7
[32] O=C(O)c1ccc(S(=O)(=O)Cc2ccccc2)cc1
  2.5, -0.2, -0.1, 2.7
[33] Cc1nc(NCCO)c2nnn(Cc3ccccc3F)c2n1
  -16.5, 0.8, -0.1, 2.1
[34] COc1cccc(/C=N/Nc2snc(SC)c2C#N)c1O
  7.6, -7.0, 0.7, 13.5
[35] COc1cccc(C2C(C(=O)OC3CCCCC3)=C(C)NC3=C2C(=O)CC(c2ccccc2)C3)c1OC (stereo not drawn)
  6.2, 2.3, 0.0, -5.7
[36] COc1cccc(CO)c1OCC(=O)Nc1ccc(F)cc1
  15.4, -0.8, -0.1, -1.6
[37] CCOC(=O)N1CCN(C2CCC(=O)N(Cc3ccc(F)c(F)c3)CC2)CC1 (stereo not drawn)
  -3.6, 1.3, 0.2, -6.5
[38] COc1ccc(N2CCN(CC(O)COc3ccccc3F)CC2)cc1 (stereo not drawn)
  39.1, 1.2, 0.1, -1.7
[39] COc1ccc(-c2cc(C(=O)N/N=C\c3ccc(N(C)C)cc3)[nH]n2)cc1
  10.6, -1.5, 0.0, 44.7*
[40] CCOc1ccc(CNCCNC(=O)c2nonc2N)cc1
  5.5, 2.6, 0.0, 1.7
[41] CCCCOc1ccccc1C(=O)NCC(=O)O
  4.8, 0.6, 0.3, 4.0
[42] COc1ccc(OC)c(-c2nnc(SCC(=O)NC3CCCCC3)o2)c1
  15.9, -0.3, 0.3, -4.2
[43] CCCOc1ccc(Oc2nc(NCC)nc(NC(C)C)n2)nn1
  7.2, 0.9, 0.8, -1.6
[44] COC(=O)c1c(NC(=O)Cc2ccc(OC)cc2)sc(C(=O)Nc2ccccc2)c1C
  1.8, -0.2, -0.2, -33.5
[45] CCC(Sc1nc2c(c(=O)n1-c1ccc(Br)cc1)SCC2)C(=O)OC (stereo not drawn)
  1.2, 0.9, -0.2, 2.5
[46] O=C1c2ccccc2-c2onc3c(NCc4ccccc4)cc(Nc4ccccc4)c1c23
  19.2, 0.3, -0.4, 12.0
[47] NC(CC(=O)O)c1ccc(O)cc1 (stereo not drawn)
  -4.4, 0.1, 0.0, -0.2
[48] CCCc1cc(N2CCCC(C(=O)Nc3ccc(OC)cc3OC)C2)n2ncnc2n1 (stereo not drawn)
  -0.1, -0.6, -0.1, 10.6
[49] COc1cc(NC(=O)c2ccnc(-c3c(C)noc3C)c2)cc(OC)c1OC
  18.4, -0.5, 0.4, -3.6
[50] O=C(Nc1ccc(C(=O)N2CCCC2)cc1)c1ccc2c(c1)OCO2
  -28.1, -6.9, -0.2, -26.1
[51] Cc1nnc(SCC(=O)N2c3ccccc3Sc3ccccc32)s1
  -1.6, 2.3, -0.1, 1.0
[52] O=C(Nc1ccc2nn(-c3cccc(Cl)c3)nc2c1)c1ccccc1Cl
  10.0, -1.0, -0.1, -3.6
[53] COc1cc(CN2CCC(c3nc(-c4ccncc4)no3)CC2)cc(OC)c1
  -1.1, 0.8, -0.1, -3.5
[54] CCc1ccc(NC(=O)CSc2nc3ccccc3c(=O)n2CCC(=O)NCCc2ccccc2)cc1
  3.6, -0.6, -0.2, 15.3
[55] COc1cccc(C2C=C(c3cccnc3)Nc3ncnn32)c1OC (stereo not drawn)
  5.5, 0.9, -0.1, 3.3
[56] O=c1[nH]c2c(s1)C1c3cc([N+](=O)[O-])ccc3OCC1CS2 (stereo not drawn)
  18.1, 1.3, -0.2, -7.3
[57] COc1cccc(-c2coc3cc4oc(=O)ccc4cc23)c1
  -2.1, -1.6, -0.1, -0.2
[58] Cc1ccc(S(=O)(=O)N2C(=O)/C(=C3\SC(N)=NC3=O)c3ccccc32)cc1
  -9.0, 1.0, -0.3, 3.3
[59] CCOc1ccc(C(=O)/C=C/C=C(Cl)Cl)cc1
  10.9, 1.1, 0.3, 1.3
[60] O=c1[nH]c(NC2CCN(Cc3ccccc3)CC2)nc2c1CCCC2
  -8.4, 0.8, 0.4, -8.2

# Already shown: entries from further up.
# Screens in order – MITF inh, GPR151 activ, FBW7 act, TEAD-YAP block
[37] CCOC(=O)N1CCN(C2CCC(=O)N(Cc3ccc(F)c(F)c3)CC2)CC1 (stereo not drawn)
  -3.6, 1.3, 0.2, -6.5
[38] COc1ccc(N2CCN(CC(O)COc3ccccc3F)CC2)cc1 (stereo not drawn)
  39.1, 1.2, 0.1, -1.7

# Additional entries:
# Screens in order – MITF inh, GPR151 activ, FBW7 act, TEAD-YAP block
[61] O=C(NCc1ccc2c(c1)OCO2)c1cc(=O)[nH]c2ccc(Br)cc12
  -0.8, 0.6, 0.1, 14.7
[62] COc1ccc(C(C)C)cc1-c1cnn2c(NCc3ccco3)ccnc12
  27.3, -1.4, 1.5, -10.0
[63] Cc1onc(C(=O)NC(C)c2ccccc2)c1[N+](=O)[O-] (stereo not drawn)
  8.7, -0.7, 0.6, 5.6
[64] COC(=O)c1cc2c(cc1[N+](=O)[O-])OCO2
  12.6, -1.0, 0.2, -2.0
[65] Cc1sc2nc(CSc3ccccc3)nc(N3CCOCC3)c2c1C
  5.4, 1.5, 0.1, -9.3
[66] CC(C)N(C(=O)Cn1nc(C(=O)O)c2ccccc2c1=O)C(C)C
  3.0, -0.7, 0.1, 7.0
[67] O=[N+]([O-])c1ccc(CSc2nc3ccccc3c3nc(-c4ccccc4)nn23)cc1
  -3.2, -0.8, 0.2, -9.1
[68] Cc1nc2c(-c3cccs3)c(C)nn2c(NCCCN2CCCC2=O)c1C
  10.8, 1.0, 0.7, 17.2
[69] O=C(Nc1ccc(Br)cn1)c1ccc(Cl)cc1
  15.4, -0.4, 0.1, -17.4
[70] CCCCCC(=O)N1c2ccccc2NC2=C(C(=O)CC(c3ccco3)C2)C1c1ccc(OC)c(OC)c1 (stereo not drawn)
  17.3, -1.1, 0.1, -0.1
[71] CCC[C@@H]1NC(=O)[C@@H]2C[C@H](NCc3ccc(F)cc3F)CN2C1=O
  2.8, 0.6, -0.1, 13.6
[72] CCOC(=O)C1=C(C)N=c2s/c(=C\c3ccc(N4CCCCC4)o3)c(=O)n2C1c1ccc(OC)c(OCC)c1 (stereo not drawn)
  -15.3, -0.5, -0.2, -1.8
[73] COC(=O)c1ccc(C2NC(=S)NC(C)=C2C(=O)c2ccccc2)cc1 (stereo not drawn)
  -4.8, 0.0, -0.1, -0.2
[74] O=C(NCCC1=CCCCC1)C(=O)NCc1ccc2c(c1)OCO2
  9.1, 1.5, 0.6, 17.3
[75] CN1CCCN(Cc2ccc(F)c(Br)c2)CC1
  35.2, -0.3, -0.3, -2.8
[76] COc1ccc(-n2nnnc2SCC(=O)Nc2ccc(S(N)(=O)=O)cc2)cc1
  2.1, 1.2, 0.0, 9.7
[77] COC(=O)C1=C(C(=O)c2ccccc2)C(c2ccc(OC)c(OC)c2)n2nnnc2N1 (stereo not drawn)
  9.9, -1.0, 0.5, 4.6
[78] Fc1ccccc1N1CCN(c2ncnc3ccccc23)CC1
  -3.2, 2.1, -0.2, 10.0
[79] O=C(CCCOc1ccc(Cl)cc1Cl)NCCCn1ccnc1
  -1.3, 0.6, 0.2, 0.6

# Assay outcomes: PubChem BioAssay, The Scripps Research Institute Molecular Screening Center

# Outcome played no part in choosing rows; 3.5% or so of the library scored in one or more.
